TRPML3 agonist – human mucolipin-3 channel agonism; HEK293 TRPML3-YFP, Fluo-8 calcium fluorescence; 100% = the carbachol control signal; activation, % at 3 µM; 220,000 compounds, 0.29% hits; AID 1448;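 active = activation above its plate's cutoff, the mean activation of the plate's test wells plus 3 SD, cut at about 12% in these data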;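 also: 0% = DMSO only wells and 100% = carbachol wells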
Target sequence (Q8TDD5 whole entry, looked up): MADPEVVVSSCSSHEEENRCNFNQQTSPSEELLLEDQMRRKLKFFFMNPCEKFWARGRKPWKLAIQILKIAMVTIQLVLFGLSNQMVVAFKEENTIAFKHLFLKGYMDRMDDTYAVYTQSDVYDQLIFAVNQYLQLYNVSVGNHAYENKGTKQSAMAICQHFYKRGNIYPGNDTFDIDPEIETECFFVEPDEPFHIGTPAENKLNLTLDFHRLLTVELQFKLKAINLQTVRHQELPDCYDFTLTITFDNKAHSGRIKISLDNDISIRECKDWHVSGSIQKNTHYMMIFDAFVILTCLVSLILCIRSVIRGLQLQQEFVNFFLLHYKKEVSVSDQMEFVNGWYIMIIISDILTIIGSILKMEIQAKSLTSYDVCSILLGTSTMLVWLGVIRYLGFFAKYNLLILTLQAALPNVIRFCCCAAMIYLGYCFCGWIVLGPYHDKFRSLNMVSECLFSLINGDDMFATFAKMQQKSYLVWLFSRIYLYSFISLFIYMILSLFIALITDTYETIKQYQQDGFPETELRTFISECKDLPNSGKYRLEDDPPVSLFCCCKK
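Test system – HEK293 line with stable expression of human TRPML3-YFP channel · Control set – carbachol 87 µM final as high control (100%), DMSO as low control (0%) · Signal – Fluo-8 calcium dye fluorescence, ex 470-495, em 515-575 nm · Incubation – 1-h 37 °C dye load, 5-s basal, 120-s post-compound reads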
EP2 mod – EP2 receptor (human) modulation; EP2-expressing cells, cAMP HTRF FRET, PGE2 co-stimulation; induction, % at 25 µM; 260,000 compounds, 0.83% hits;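 active = compounds whose cAMP rise, as percent of the full-agonist control response, exceeds 60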;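 also: rat C6 glioma line stably carrying human EP2 under a CMV promoter; the protocol text gives 20 µM as final concentration; 100% = response of wells given 1 µM PGE2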
EP2 antag – blocks the human prostaglandin E2 receptor EP2; AID 1422; 260,000 compounds, 0.52% hits; P43116; C6 glioma cells expressing human EP2, cAMP TR-FRET; cells stimulated with saturating PGE2; inhibition, % at 25 µM;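 active = percent inhibition above 40 after rounding to a whole number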;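 also: rat C6 glioma host cells with rolipram phosphodiesterase inhibitor present; the protocol text gives 20 µM as final concentration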
NPY1 pot ag – potentiates or activates human NPY-Y1 receptor; 220,000 compounds, 0.37% hits; NPY-Y1 expressing cells, potentiator/agonist activation; AID 1304; P25929; activation, % at 3.6 µM; in the data active = activation above about 33%, passing the limit was not always enough;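 also: cells stimulated with NPY at EC10 then isoproterenol at EC100; 0% = low agonist plus stimulus and 100% = saturating agonist plus stimulus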
Target sequence (P25929 whole entry, looked up): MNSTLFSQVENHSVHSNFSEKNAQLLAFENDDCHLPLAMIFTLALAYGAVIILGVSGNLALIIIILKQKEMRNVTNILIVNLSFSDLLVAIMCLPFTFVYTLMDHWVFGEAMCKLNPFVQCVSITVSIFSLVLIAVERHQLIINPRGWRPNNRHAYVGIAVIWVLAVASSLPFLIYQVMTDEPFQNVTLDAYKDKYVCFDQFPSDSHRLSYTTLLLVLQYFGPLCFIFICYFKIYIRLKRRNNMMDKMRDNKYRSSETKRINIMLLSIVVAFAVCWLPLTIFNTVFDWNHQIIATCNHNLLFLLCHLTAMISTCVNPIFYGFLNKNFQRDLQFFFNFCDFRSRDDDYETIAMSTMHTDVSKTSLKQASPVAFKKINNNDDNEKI
TRPN1 ag – agonists of zebrafish TRPN1 channel; activation, % at 3 µM; 220,000 compounds, 0.18% hits; HEK293 zebrafish TRPN1-YFP, Fluo-8 calcium fluorescence; 100% = response to 87 µM carbachol; AID 1424;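 active = activation above its plate's cutoff, the mean activation of test wells on that plate plus 3 SD, cut at about 19% in these data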;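 also: 0% = DMSO alone and 100% = 87 µM carbachol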
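Control set: carbachol 87 µM as high control, DMSO as low control; system: HEK293 stable line with zebrafish TRPN1-YFP; read-out: % activation versus carbachol response; detection: intracellular calcium fluorescence with Fluo-8; doses: single test compound dose, 3 µM nominal, 0.3% DMSO; schedule: dye 1 h 37 °C plus 30 min RT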
NPY-Y1 antag – antagonists of human neuropeptide Y receptor Y1; 200,000 compounds, 1% hits; HEK293-CNG Y1 cells, membrane potential fluorescence; NPY at EC95, then isoproterenol; inhibition, % at 3.6 µM; P25929; AID 1040;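 active = inhibition above the campaign mean inhibition of all tested compounds plus 3 SD, cut at about 20% in these data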;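 also: 0% = DMSO wells given NPY plus isoproterenol and 100% = isoproterenol alone without NPY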
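Assay system: HEK293 cells with Y1 receptor plus CNG channel | Probe or stimulus: NPY (25 nM), isoproterenol (1 µM), Ro 20-1724 (25 µM) | Timing: Compound incubation 1 h at room temperature, readout 45 min post-stimulation | Measured by: Membrane-potential fluorescent dye readout | Benchmarks: High control isoproterenol alone, low control NPY with isoproterenol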
PPC-1+TRAIL kill – compounds killing PPC-1 cancer cells with TRAIL present (potentiator screen, no TRAIL-free arm); cell killing (% activity), % at 4 µM; 220,000 compounds, 0.41% hits; PPC-1 cells + TRAIL, ATPLite viability luminescence; AID 1443;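 active = cell killing above 50% in the first pass at 4 µM, then a duplicate retest at 5 µM averaging 50% or more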;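 also: plate controls were cells with TRAIL plus DMSO for no effect and medium-only wells lacking cells for full effect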
CHOP inh – blocks CHOP induction under ER stress. inhibition, % at 10 µM. CHO-K1 CHOP-promoter luciferase, tunicamycin-induced, 15-18 h. 220,000 compounds, 3.8% hits. AID 2732;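 active = compounds that reduced the stress-induced luciferase reporter signal by more than about 70% of percent inhibition, limit read from the data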;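 also: 0% = tunicamycin plus vehicle and 100% = wells without tunicamycin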
14-3-3 Bad inh – disrupts binding of bovine 14-3-3 zeta to phospho-Bad peptide; P63103; TR-FRET 14-3-3zeta/Dy647-pBad peptide displacement, 1 h; inhibition, % at 21.7 µM; 220,000 compounds, 0.71% hits; AID 781;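 active = inhibition above about 70%, limit read from the data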;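 also: 0% = full 14-3-3 plus peptide FRET controls and 100% = background without 14-3-3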
Numbers without * were called inactive; / = not tested or not shown; & = joins results of further samples; [ ] = dose if it differs, or a comment.

Start of the data: the first eight records, ahead of the listing:
The line under a structure holds: TRPML3 agonist	EP2 mod	EP2 antag	NPY1 pot ag	TRPN1 ag	NPY-Y1 antag	PPC-1+TRAIL kill	CHOP inh	14-3-3 Bad inh
CCOC(=O)c1cccc(Nc2ncnc3ccccc23)c1
  0.0	-36	10	4	2.2	-2	17	33	45
O=C(N/N=C/C=C/c1ccccc1)c1ccc(Br)cc1
  0.7	3	5	-5	0.3	-2	11	2	4
Clc1ccc(N/N=C/c2ccncc2)cc1Cl
  0.8	-5	9	32	1.3	-4	12	-15	1
Fc1ccc(/C=N/NC(=S)Nc2cccnc2)cc1F
  0.4	-14	2	0	-0.1	2	36	18	-10
N#CCCn1c(O)c(N=NC(=O)CNC(=O)c2cccs2)c2ccccc21
  -0.1	1	4	-18	1.9	/	10	-10	26
Cc1nc(C(=O)N(C)C)nn1-c1ccc([N+](=O)[O-])cc1
  1.0	8	5	-17	2.1	2	16	-5	-1
CC(=O)Nc1cc(Br)ccc1O
  1.0	-16	7	9	0.3	5	-5	-2	0
Clc1ccc(Cn2cccn2)cn1
  0.7	22	5	12	-0.8	0	4	46	-6

The list itself, from the start:
The line under a structure holds: TRPML3 agonist	EP2 mod	EP2 antag	NPY1 pot ag	TRPN1 ag	NPY-Y1 antag	PPC-1+TRAIL kill	CHOP inh	14-3-3 Bad inh
CCOC(=O)c1cccc(Nc2ncnc3ccccc23)c1
  0.0	-36	10	4	2.2	-2	17	33	45
O=C(N/N=C/C=C/c1ccccc1)c1ccc(Br)cc1
  0.7	3	5	-5	0.3	-2	11	2	4
Clc1ccc(N/N=C/c2ccncc2)cc1Cl
  0.8	-5	9	32	1.3	-4	12	-15	1
Fc1ccc(/C=N/NC(=S)Nc2cccnc2)cc1F
  0.4	-14	2	0	-0.1	2	36	18	-10
N#CCCn1c(O)c(N=NC(=O)CNC(=O)c2cccs2)c2ccccc21
  -0.1	1	4	-18	1.9	/	10	-10	26
Cc1nc(C(=O)N(C)C)nn1-c1ccc([N+](=O)[O-])cc1
  1.0	8	5	-17	2.1	2	16	-5	-1
CC(=O)Nc1cc(Br)ccc1O
  1.0	-16	7	9	0.3	5	-5	-2	0
Clc1ccc(Cn2cccn2)cn1
  0.7	22	5	12	-0.8	0	4	46	-6
Cc1ccc(N(CC(=O)Nc2ccc3c(c2)OCCO3)S(C)(=O)=O)cc1
  0.7	6	8	3	0.6	1	9	-8	-6
CCOC(=O)c1ccc(N2NC(=O)/C(=C/c3ccc(OC(=O)c4ccco4)c(OC)c3)C2=O)cc1
  -0.2	-107	19	-20	-1.3	6	23	-8	2[fluorescence artefact?]
CC1Nc2ccccc2C(=O)N1NS(=O)(=O)c1ccccc1 (configuration not stated)
  0.9	3	4	-4	0.2	5	-1	20	-10
CC(=O)c1cccc(NC(=O)c2ccc(S(=O)(=O)N3CCCCC3)cc2)c1
  1.1	-6	6	-19	1.7	-1	22	35	11
CC(C)(C)c1cn(-c2ccccc2)c(=S)[nH]1
  0.4	23	3	-5	-0.2	-4	2	10	3
Cc1ccc(CNC(=O)c2ccc3c(=O)n4c(-c5ccc(C)cc5)csc4nc3c2)cc1
  /	-12	15	/	/	/	-3	79*	-3
CCCn1c(SCc2nc3sc(C)c(C)c3c(=O)[nH]2)nc2ccccc2c1=O
  0.9	-2	5	-16	0.7	16	3	106*	14
O=C(NCCN1CCN(c2cccc(Cl)c2)CC1)C1CCCN(S(=O)(=O)c2cnc[nH]2)C1 (configuration not stated)
  0.4	1	13	9	0.7	-4	13	25	2
O=C(O)c1ccccc1N/N=C/C1=C(N2CCOCC2)C(=C\c2ccccc2)/CC1
  0.6	44	13	29	0.9	/	0	17	7
Brc1ccc(C2=Nn3c(nnc3-c3n[nH]c4c3CCC4)SC2)cc1
  -0.7	7	10	-50	-1.7	22*	22	/	-7
Cc1ccc(NC(=O)C2C3CCCC2C3c2ccccc2)cc1C (configuration not stated)
  -0.6	5	7	-5	0.1	-1	10	-1	-5[fluorescence artefact?]
O=[N+]([O-])c1cccc(-c2ccc(C(=S)N3CCN(c4ccccc4)CC3)o2)c1
  0.1	-81	13	-8	-0.3	/	-10	6	0
O=C(CCN1CCN(c2ccccc2)CC1)Nc1ccccc1F
  0.3	8	14	-19	-0.7	10	-3	-19	-11
CCOC(=O)N1CCC(N2CCN(Cc3ccccc3)C(CCO)C2)CC1 (configuration not stated)
  0.8	24	7	0	-0.5	-2	6	3	-1
COc1ccc(CN(C)C(=S)Nc2ccc(Cl)cc2Cl)cc1
  0.1	-24	2	9	1.6	3	19	-6	-17
COc1ccc(NC(=O)COC(=O)c2ccc(S(=O)(=O)N(C)c3ccccc3OC)cc2)c(OC)c1
  1.7	-21	3	-12	-1.0	0	-6	1	-1
O=C(Nc1ccc(F)cc1)C(c1ccccc1)N1CCN(S(=O)(=O)c2ccc3ccccc3c2)CC1 (configuration not stated)
  -0.1	0	7	16	0.9	0	3	21	13
O=C(COC(=O)c1ccccn1)c1ccc(Br)cc1
  -0.4	16	7	9	2.2	0	-4	5	0
CC(=O)Nc1ccc(SC[C@H](Cc2ccccc2)N2CCN(CC(C)C)CCC2=O)cc1
  /	11	14	/	/	/	13	-16	2
O=C(CNCc1ccccc1Cl)Nc1ccc2c(c1)OCCO2
  -0.6	-30	7	10	1.4	/	17	-9	7
COc1ccc(N=C2SC(C(=O)Nc3ccc4c(c3)OCO4)CC(=O)N2C)cc1 (configuration not stated)
  0.3	-27	22	-4	-0.5	1	4	39	10
COc1ccc(-c2noc(-c3cc(C)cc(C)c3)n2)cc1OC
  0.9	21	9	-2	0.8	10	22	32	16
O=C(CCN1C(=O)C2C3CCC(C3)C2C1=O)OCC(=O)c1cccc([N+](=O)[O-])c1 (configuration not stated)
  0.2	8	4	8	-0.4	4	18	9	-15
Cc1ccc(C)c(NS(=O)(=O)c2ccc(NC(=O)CSc3ccc(Cl)cc3)cc2)c1
  0.0	-30	8	8	1.5	-7	7	94*	-13[fluorescence artefact?]
Cc1cccn2cc(CNC(=O)C3CCCCC3)nc12
  1.1	12	13	-11	-0.1	0	19	20	2
O=C(Nc1nnc(COc2ccc(Cl)cc2)s1)c1ccco1
  0.7	-27	16	7	1.6	9	-2	22	17
C[n+]1cc(-c2ccccc2)n2c1CCCCC2
  0.8	16	6	4	0.2	-1	7	10	20[fluorescence artefact?]
CCCC(=O)Nc1cc(Cl)ccc1N1CCN(C(=O)CC)CC1
  -1.1	20	6	-15	-1.2	2	-3	-4	13
CC(Oc1ccc2oc(-c3ccccc3)c(C(=O)O)c2c1)C(=O)O (configuration not stated)
  0.1	34	4	-19	0.4	6	-7	-3	8
O=C(c1ccco1)N1CCN(Cc2nc3cc(Cl)ccc3c(=O)[nH]2)CC1
  0.3	13	5	-3	-0.1	2	17	15	-3
COCCn1c(-c2ccccc2)nc(=S)c2c1CC(C)(C)OC2
  0.4	22	9	-4	-0.2	13	6	-27	1
CCOc1ccc(OCC(=O)c2c(O)c3ccccc3oc2=O)cc1
  0.4	20	7	6	0.5	2	12	36	4
Cc1ccc(/C=C2\SC(=S)N(CCC(=O)NNS(=O)(=O)c3ccc(C)cc3)C2=O)cc1
  1.1	22	3	-6	-1.8	-5	2	66	2[fluorescence artefact?]
Cc1sc(NC(=O)CN(CCc2ccccc2)C(=O)C2CC2)c(C(N)=O)c1C
  -0.1	-24&-24	8&7	-6	0.5	1	16	5	-10
CCn1c2ccccc2c2cc(NC(=O)COC(=O)c3cc(S(N)(=O)=O)c(Cl)cc3Cl)ccc21
  0.0	-58	3	-1	-0.1	-2	17	-17	-8
CC(C)N1C(=O)CCC1C(=O)N1CCCc2ccccc21 (configuration not stated)
  1.0	18	5	-2	2.1	2	-19	63	9[fluorescence artefact?]
N=c1ncn(Cc2ccccc2)c2nc(SCCOc3ccccc3)[nH]c12
  -0.1	-5	12	-15	0.5	-1	-25	27	2
Cc1ccnc(NC(=O)CS(=O)(=O)Cc2ccccc2)c1
  0.5	-7&12	10&13	11	-0.4	1	4	23	-10
COc1cc(OC)cc(C(=O)NCc2ccc3[nH]c(C)cc3c2)c1
  -0.5	-56	3	-1	-0.7	-5	20	7	-7
CC(/C=C\c1cccnc1)=C/C(=O)O
  0.8&1.2	16&14	12&7	-1&-15	-0.2&0.2	3&0	-10&-4	3&-4	-1&-18

An excerpt (hit frequency here may not be typical).
